mcGAS inh = blocks mouse cGAS activity; inhibition, % at 12.5 µM; recombinant cGAS, Kinase-Glo ATP depletion luminescence; 0.15% of 160,000 active; AID 1259399;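 also: 0% = negative control wells and 100% = reference inhibitor with no enzyme activity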
NPYLR7 ag = mosquito NPYLR7 agonism; activation, % at 10 µM; 0.15% of 270,000 active; HEK293T NPYLR7/Galpha15, GCaMP6s calcium fluorescence; AID 1259423; in the data active = activation above about 40%;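 also: 0% = vehicle and 100% = reference agonist at the receptor; some compounds past the cut are filed as inactive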
hcGAS lum = inhibitors of human cGAS; inhibition, % at 12.5 µM; 0.081% of 290,000 active; recombinant h-cGAS, ATP depletion, Kinase-Glo luminescence;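 also: 0% = vehicle reaction and 100% = reaction without DNA for no activity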
Target sequence (Q8N884 whole entry, looked up): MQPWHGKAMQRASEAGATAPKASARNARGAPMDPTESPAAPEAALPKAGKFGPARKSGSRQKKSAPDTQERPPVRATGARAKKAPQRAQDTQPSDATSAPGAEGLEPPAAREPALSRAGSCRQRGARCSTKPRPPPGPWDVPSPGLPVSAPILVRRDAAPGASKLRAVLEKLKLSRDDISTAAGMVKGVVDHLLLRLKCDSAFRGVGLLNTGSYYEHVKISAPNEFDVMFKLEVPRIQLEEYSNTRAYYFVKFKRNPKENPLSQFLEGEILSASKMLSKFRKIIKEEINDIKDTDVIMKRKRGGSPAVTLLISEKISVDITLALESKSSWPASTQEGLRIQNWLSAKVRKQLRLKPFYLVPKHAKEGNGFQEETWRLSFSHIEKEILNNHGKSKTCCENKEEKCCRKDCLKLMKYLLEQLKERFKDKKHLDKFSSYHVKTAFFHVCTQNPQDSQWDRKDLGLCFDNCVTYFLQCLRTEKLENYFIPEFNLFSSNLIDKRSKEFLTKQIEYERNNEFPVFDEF
* marks the source's active call; other numbers are inactive results; / = not tested or not shown. Rule as the data show it, unless noted: active = inhibition above about 40%; inactive = the rest.

#1 Cc1ccc(-n2cnc3cc(C(=O)O)ccc32)c(C)c1
#2 Cc1cc(N(CN2CCCC2=O)C(=O)c2ccccc2)no1
#3 CC(C)n1ccc(C(=O)Nc2ccc(-n3ccnc3)c(Cl)c2)n1
#4 COC(=O)CN1N=C(C)Cn2c1nc1c2c(=O)n(CCC(C)C)c(=O)n1C
#5 C=c1occc1=C1NN=C(SCC(=O)NC2CC2)O1
#6 CCCCCCCCn1c(O)c(C(C)=NCCCOCC2CC2)c(=O)[nH]c1=S
Compound	1	2	3	4	5	6
mcGAS inh	/	-7.9	-17.3	/	/	-6.7
NPYLR7 ag	-0.4	7.3	2.3	-2.5	2.3	1.9
hcGAS lum	-8.6	-6.2	-3.9	-1.8	-4.7	-3.2

#7 CCOc1ccccc1N1C(=O)CSC1c1cccc(NC(=O)COc2ccccc2)c1 (stereo unspecified)
#8 O=C(NC(Cc1ccccc1)c1ccccc1)c1ccc(CSc2nc(Cl)cc(N3CCN(c4ccccc4F)CC3)n2)cc1 (stereo unspecified)
#9 COc1ccc(CN2CCNC(=O)C2CC(=O)NCCc2ccccc2)c(OC)c1 (stereo unspecified)
#10 COCC(=O)Nc1ccc(-n2nc(OCc3ccc(F)cc3)nc2-c2ccco2)cc1
#11 CC(C)(CCl)C(=O)N1CCC2(CC1)C(=O)N(CC(=O)NCC1CCCO1)CN2c1ccccc1 (stereo unspecified)
#12 COc1ccc(CCC2CCN(CN3C(=O)NC4(CCCC4)C3=O)CC2)cc1
Compound	7	8	9	10	11	12
mcGAS inh	-7.9	-4.5	/	-3.3	-9.8	/
NPYLR7 ag	-5.0	14.8	5.3	17.6	/	18.5
hcGAS lum	-7.0	-1.6	-5.7	-13.3	-14.1	-4.7

#13 Cc1cn2c3c(=O)n(Cc4ccccc4Cl)c(=O)n(C)c3nc2n1Cc1ccco1
#14 COc1ccc(/C=C2\NC(=S)NC2=O)cc1
#15 CN(CC(=O)O)S(=O)(=O)c1ccc(F)c2ccccc12
#16 CN(C)c1ccc(NC(=O)c2ccccc2Cl)cc1CN(Cc1ccc(F)cc1)C(=O)C(C)(C)C
#17 Cc1ccc2[nH]c3c(=O)n(CC(=O)NCc4ccccc4Cl)cnc3c2c1
#18 Cc1ccc(F)c(Oc2cc(N3CCc4ccccc4C3)ncn2)c1
Compound	13	14	15	16	17	18
mcGAS inh	-6.9	-2.2	/	-6.4	-10.4	-5.7
NPYLR7 ag	-0.6	2.7	8.5	18.0	1.6	-10.4
hcGAS lum	-1.9	-3.8	-8.6	-3.4	-9.2	-2.8

#19 Cc1ccsc1C(=O)N1CCCC(CCC(=O)N2CCN(C)CC2)C1 (stereo unspecified)
#20 O=C(O)C(=O)N1CCN(CCO)CC1
#21 Cn1nnnc1SCc1csc(Cc2ccc(F)cc2Cl)n1
#22 CCOc1ccc(C=C2N=C(C(C)(C)C)OC2=O)cc1OC
#23 CCc1ncc(CNC2(c3ccc(F)cc3)CCOCC2)s1
#24 Cc1cc(C(=O)N2CCN(C(=O)CN3CCOCC3)CC2)c(C)n1C(C)C
Compound	19	20	21	22	23	24
mcGAS inh	/	/	-6.1	/	-6.4	-6.0
NPYLR7 ag	6.0	-2.0	9.9	29.2	6.6	14.9
hcGAS lum	-11.3	-4.2	-9.5	-8.6	-9.4	-15.8

#25 O=C(c1cn(Cc2ccccc2Cl)nn1)N1CCCC(OCc2ccccc2)C1 (stereo unspecified)
#26 CN(Cc1ccco1)c1nc(-c2ccc(-c3ccccc3)cc2)nc2ccccc12
#27 CC(C)=CCC/C(C)=C/CNC(=O)c1cc(N2CCSCC2)nc2ccccc12
#28 CCN1CCc2nc(-c3ccc(F)cc3)n(CC(=O)N(CC)c3ccccc3)c(=O)c2C1
#29 O=C(NC12CC3CC(CC(C3)C1)C2)N1CCc2nc(-c3ccccc3)nc(N3CCOCC3)c2C1
#30 Cn1c(=O)[nH]c(=O)c2c1nc(CN1CCN(c3cccc(Cl)c3)CC1)n2CC(N)=O
Compound	25	26	27	28	29	30
mcGAS inh	/	12.3	-6.5	/	-6.2	-12.3
NPYLR7 ag	19.5	0.0	4.8	-8.7	-8.3	7.6
hcGAS lum	-4.4	-4.9	-5.2	-1.3	-14.7	-7.2

#31 COc1ccc(-c2cnc3ncnn3c2NCC2CCCCC2)cc1
#32 CC(C)CCNc1ncnc2sc3c(c12)CCCC3
#33 COC(=O)C(C#N)c1nc2ccccc2nc1NCC1(N(C)C)CCCCC1 (stereo unspecified)
#34 CC(C)c1nnc(-c2cc3ccccc3n2CC(=O)N2CCCCC2)o1
#35 O=[N+]([O-])c1cc(C(F)(F)F)cc([N+](=O)[O-])c1Sc1cccc2cccnc12
#36 CCCCCN(CC(=O)N1CCc2sccc2C1c1ccccc1C)S(=O)(=O)c1cccc(C(F)(F)F)c1 (stereo unspecified)
Compound	31	32	33	34	35	36
mcGAS inh	-7.9	-6.1	/	-7.4	20.1	-6.1
NPYLR7 ag	13.1	0.2	-0.2	-10.7	-9.0	-0.5
hcGAS lum	-6.0	-7.8	3.8	-0.5	-8.3	9.8

#37 COc1ccc(C)cc1NC(=O)N(C)C(C)c1ccc(S(N)(=O)=O)cc1 (stereo unspecified)
#38 Cc1cccc(-n2nc(C(=O)N3CCOCC3)c(=O)n(Cc3ccc(F)cc3)c2=O)c1
#39 CCn1cc(CNc2nccc(CCC(F)(F)F)n2)cn1
#40 COc1cccc(C2C(S(=O)(=O)N(C)C(C)C)CON2C)c1OC (stereo unspecified)
#41 O=C(/C=C/c1cccs1)N(CCCn1ccnc1)c1nc2c(F)cccc2s1
#42 COc1cc(Cn2ccnc2-c2ccc3c(c2)OCO3)cc(OC)c1OC
Compound	37	38	39	40	41	42
mcGAS inh	1.5	-0.1	/	/	-9.3	/
NPYLR7 ag	0.4	-3.2	3.3	6.3	-13.1	-4.4
hcGAS lum	5.1	2.8	-3.0	1.1	-4.5	-4.6

#43 CCn1c(=O)[nH]c2cc(C(=O)N3CCc4ccc(S(=O)(=O)NC)cc43)ccc2c1=O
#44 Cc1cc(C)n(-c2cc(NCCNS(=O)(=O)Cc3ccccc3)ncn2)n1
#45 Cc1noc(C)c1C(=O)N1CCN(c2ncccc2NC(=O)c2ccc3c(c2)OCO3)CC1
#46 O=C(c1ccncc1)N1C2C=CC(C2)C1(C(F)(F)F)C(F)(F)F (stereo unspecified)
#47 Cc1ccc(C(OC(=O)CCNC(=O)c2ccccc2)C(F)(F)F)cc1 (stereo unspecified)
#48 COc1cc(CC(=O)N2CCOC(Cc3ccccc3)C2)cc(OC)c1 (stereo unspecified)
Compound	43	44	45	46	47	48
mcGAS inh	/	-5.3	-6.2	/	/	/
NPYLR7 ag	1.5	-7.4	6.6	5.9	5.5	28.0
hcGAS lum	1.7	-2.3	-3.5	1.0	-12.2	-6.8

#49 Cn1c(=O)c2c(nc(CN3CCOCC3)n2CC(N)=O)n(C)c1=O
#50 Cc1onc(-c2ccccc2Cl)c1C(=O)NCc1cccnc1
#51 Cc1ccc(NC(=O)NCCc2csc(C(C)C)n2)c(Cl)c1
#52 Cc1nnc(-c2cccc(Cn3nnc(-c4ccccc4)n3)c2)o1
#53 CCOc1ncccc1-c1ccc(Cn2ccnc2)cn1
#54 CCN(CC)C(=O)Oc1ccc2c(ccn2Cc2c(Cl)ccc(C)c2F)c1-c1ccc(OC)c(OC)c1
Compound	49	50	51	52	53	54
mcGAS inh	/	/	/	/	-14.3	-8.1
NPYLR7 ag	0.9	2.9	2.3	1.5	0.3	12.8
hcGAS lum	4.1	-1.5	-3.3	-1.9	-0.8	-6.1

#55 CC(C)(C)CC(=O)N1CCC(c2c[nH]c3ccc(F)cc23)CC1
#56 CN(C)C(=O)CSc1nc2scc(-c3cccs3)c2c(=O)[nH]1
#57 O=S(=O)(N1CCCCCC1)N1CCCCC1c1cccc(F)c1 (stereo unspecified)
#58 CONC(=O)Nc1sc(=S)n(C)c1C
#59 CCOC(=O)C1CCN(C(=O)c2coc(CN(Cc3ccc4c(c3)OCO4)Cc3ccccc3Cl)n2)CC1
#60 c1nc(SCC2CCCCO2)c2c3c(sc2n1)CCC3 (stereo unspecified)
Compound	55	56	57	58	59	60
mcGAS inh	-5.5	/	-17.0	/	-5.7	/
NPYLR7 ag	21.6	5.3	1.7	1.4	18.4	5.0
hcGAS lum	-5.8	2.3	-5.5	-5.0	-3.1	-8.8

#61 CNC(=O)Cn1cnc2c(nnn2-c2cccc(F)c2)c1=O
#62 COc1ccccc1C(=O)N1CCN(C(=O)CCCCSc2nnc(Cc3ccccc3)n2-c2ccccc2C)CC1C (stereo unspecified)
#63 CN1CCC2(CCN(S(=O)(=O)CCC(F)(F)F)CC2)C1
#64 COc1cccc(C(=O)N(Cc2cccc(OS(=O)(=O)c3ccc(F)cc3)c2)Cc2ccco2)c1
#65 c1cncc(-c2cc(Cn3ccnc3-c3nc4c(s3)CCCC4)on2)c1
#66 CCn1cc(S(=O)(=O)N2CCCC(Cc3nncn3CC3CC3)C2)cn1 (stereo unspecified)
Compound	61	62	63	64	65	66
mcGAS inh	-1.8	-5.0	-8.4	-0.3	-11.5	-3.1
NPYLR7 ag	-6.3	/	3.0	-2.0	/	/
hcGAS lum	-1.3	-1.4	-3.1	3.0	-8.1	-8.9

#67 O=C(O)Cn1nc2c3c(cccc3c1=O)-c1ccccc1-2
#68 COc1ccc(NC(=O)N(CC(=O)N(CCc2c[nH]c3ccccc23)Cc2ccc(C(F)(F)F)cc2)C(C)C)c(OC)c1
#69 CC(NC(=O)c1cccs1)C(=O)Nc1nc2ccccc2s1 (stereo unspecified)
#70 Cc1cc(N(CN2CCCC2=O)C(=O)c2ccc(F)cc2)no1
#71 Cc1cc(C)n(-c2nc(C)c(C)c(=O)n2CC(=O)N2CC(C)OC(C)C2)n1 (stereo unspecified)
#72 COc1ccc(S(=O)(=O)NCc2ccc3c(c2)OCO3)cc1C
Compound	67	68	69	70	71	72
mcGAS inh	/	-5.4	/	-0.8	-6.7	/
NPYLR7 ag	-4.2	6.9	15.4	-1.2	-2.9	-9.1
hcGAS lum	9.9	-6.5	-14.7	-1.8	-8.0	3.1

#73 O=C(C1CCCCN1Cc1ccc(-n2ccnc2)cc1)N1CCN(c2ccc3[nH]c(=O)[nH]c3c2)CC1 (stereo unspecified)
#74 COCOc1cccc(CN2CCC2(C)C(=O)Nc2ccccc2Cc2ccccc2)c1 (stereo unspecified)
#75 CO/N=C(/C(=O)NCCc1ccc(O)cc1)c1csc(NC=O)n1
#76 O=S(=O)(c1cc(Br)ccc1F)N1CCC(N2CC=CC2)C1 (stereo unspecified)
#77 C=C(C)COc1ccc(C(=O)N(C)C(C)c2cccnc2)cc1 (stereo unspecified)
#78 CSc1ccc(NC(=O)c2n[nH]c(=O)c3ccccc23)cc1
Compound	73	74	75	76	77	78
mcGAS inh	/	/	-6.7	0.1	/	/
NPYLR7 ag	-3.2	3.6	4.6	-4.2	-5.6	4.4
hcGAS lum	1.1	-12.2	-5.1	3.9	-7.8	-8.2

#79 CCc1nc2ccc(C(=O)N3CCN(C(=O)c4ccco4)CC3)cn2c1N(CC)Cc1cccc(Br)c1
#80 CCn1cnnc1CNC(=O)N1CCSC2(CCCCC2)C1
#81 COc1nc(-c2ccc(C)cc2)n(-c2ccc(NC(=O)c3ccccc3Cl)cc2)n1
#82 COc1ccc(C(=O)C2CCCN(Cc3cccn3-c3ccc(Cl)cn3)C2)c(OC)c1 (stereo unspecified)
#83 O=C(CCc1ccccc1)Nc1ccc(C2SCC(=O)N2c2ccccc2F)cc1 (stereo unspecified)
#84 CCN(CC)C1=NC2(CCN(C(=O)C3CCCCCN3C)CC2)C(=O)N1 (stereo unspecified)
#85 c1ccc(-c2ccc(-c3cnc4ccccc4n3)cc2)cc1
Compound	79	80	81	82	83	84	85
mcGAS inh	-2.8	/	-6.0	-7.4	-8.1	-11.9	/
NPYLR7 ag	12.9	4.8	19.7	11.8	/	0.8	15.8
hcGAS lum	-5.9	-7.4	-5.9	-7.0	-10.3	-3.3	-17.8

Bioassay records deposited in PubChem BioAssay by Fisher Drug Discovery Resource Center.

Random draw from the library. About 0.29% of those tested had a hit in this group.
